Screening results as filed in PubChem.
Yp Topo-I inh: Y. pestis Topo-I inhibition via cleavage products; activity, % at 10 µM; actives 0.064% (n = 360,000); Y. pestis Topo-I cleavage product accumulation, plate reader; in the data active means activity above about 50%, passing the limit was not always enough; inconclusive means no clear call, values can overlap the other calls; further: inactives centre near 2
DUSP3 inh: DUSP3 (human) phosphatase inhibition. recombinant VHR phosphatase, pNPP absorbance. inhibition, % at 13.3 µM. actives 0.52% (n = 290,000); in the data active means inhibition above about 50%; further: some compounds called inactive have numbers as strong as hits
Target sequence (P51452 whole entry, looked up): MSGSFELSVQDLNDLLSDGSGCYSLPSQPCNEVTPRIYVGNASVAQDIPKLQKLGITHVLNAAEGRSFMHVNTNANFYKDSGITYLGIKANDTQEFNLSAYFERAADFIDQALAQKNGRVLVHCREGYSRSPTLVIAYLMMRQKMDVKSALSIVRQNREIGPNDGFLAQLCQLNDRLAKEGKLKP
PfHsp40 rescue: restores yeast growth despite PfHsp40 toxicity. AID 504582. growth rescue, % at 12.5 µM. S. cerevisiae expressing PfHsp40, growth rescue, ATP luminescence. actives 0.68% (n = 340,000); in the data active means growth rescue above about 28%, passing the limit was not always enough; inconclusive means no clear call, values can overlap the other calls;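 further: yeast W303a lacking pdr1 and pdr3 grown in galactose medium; growth measured after three days at 30 °C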
Vc quorum ag: quorum light induction in luxS cqsA deficient V. cholerae | V. cholerae BH1578 lux reporter, luminescence, 6 h | activation, % at 18.7 µM | actives 0.16% (n = 350,000); in the data active means activation mostly above about 9.7%, no sharp cut-off; inconclusive means no clear call, values can overlap the other calls; inactive means mostly below about 3.7%; further: not every result past the cut was called active; inactives centre near 0; reference of the scale not given here
TcdB inh: TcdB glycohydrolase inhibition | P18177 | actives 0.24% (n = 350,000) | AID 652162 | inhibition, % at 9.99 µM | TcdB glycohydrolase enzymatic assay, plate reader; in the data active means inhibition above about 10%
SSB-PriA inh: blocks PriA binding to SSB C-terminal tail; actives 0.6% (n = 430,000); AlphaScreen SSBct-PriA binding, biotinylated peptide; inhibition, % at 33 µM; AID 1272365; in the data active means inhibition mostly above about 37%, no sharp cut-off; inactive means mostly below about 20%;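 further: plate controls were negative control peptide for no effect and reference peptide for full effect; strong numbers were not always called active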
Anthrax LF inh2: blocks Bacillus anthracis lethal factor protease. P15917. multiplex microsphere protease cleavage assay, LF. inhibition, % at 10 µM. actives 0.12% (n = 360,000). AID 588501; in the data active means inhibition above about 30%; inconclusive means no clear call, values can overlap the other calls; further: plate controls were buffer without enzyme for full effect and enzyme alone for no effect
Target sequence (P15917 whole entry, looked up): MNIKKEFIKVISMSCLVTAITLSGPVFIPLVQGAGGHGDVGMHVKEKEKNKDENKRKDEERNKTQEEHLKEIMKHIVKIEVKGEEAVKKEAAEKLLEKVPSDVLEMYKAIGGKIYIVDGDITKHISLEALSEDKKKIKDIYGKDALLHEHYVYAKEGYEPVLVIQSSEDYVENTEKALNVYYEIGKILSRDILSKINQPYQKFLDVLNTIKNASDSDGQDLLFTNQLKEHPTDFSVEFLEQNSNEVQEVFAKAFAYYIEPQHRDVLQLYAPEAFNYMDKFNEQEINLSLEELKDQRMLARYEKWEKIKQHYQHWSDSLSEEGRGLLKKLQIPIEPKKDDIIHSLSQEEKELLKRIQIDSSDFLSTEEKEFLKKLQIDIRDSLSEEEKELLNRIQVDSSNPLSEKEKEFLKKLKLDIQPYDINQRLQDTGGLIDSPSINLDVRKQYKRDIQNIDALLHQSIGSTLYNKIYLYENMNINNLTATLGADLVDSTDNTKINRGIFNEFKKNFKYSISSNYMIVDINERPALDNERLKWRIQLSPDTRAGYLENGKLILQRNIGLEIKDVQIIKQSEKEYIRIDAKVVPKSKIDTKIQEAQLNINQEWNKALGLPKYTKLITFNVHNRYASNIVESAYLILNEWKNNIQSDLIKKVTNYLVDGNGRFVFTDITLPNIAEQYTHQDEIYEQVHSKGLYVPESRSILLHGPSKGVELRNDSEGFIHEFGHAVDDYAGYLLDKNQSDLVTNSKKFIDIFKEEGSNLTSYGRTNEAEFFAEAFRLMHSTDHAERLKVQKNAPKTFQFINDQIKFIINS
3CLpro inhibitor: SARS-CoV 3CLpro protease inhibition; P0C6X7; recombinant SARS-CoV 3CLpro, quenched FRET peptide cleavage; inhibition, % at 6 µM; actives 0.14% (n = 290,000); AID 1706; in the data active means inhibition above about 12%
MazF activator: activators of E. coli MazEF toxin-antitoxin RNase. FAM/BHQ RNA-DNA oligo cleavage fluorescence, 5 h. activation, % at 20 µM. actives 0.32% (n = 350,000). AID 504720; in the data active means activation above about 50%
Target sequence (P0AE70 whole entry, looked up): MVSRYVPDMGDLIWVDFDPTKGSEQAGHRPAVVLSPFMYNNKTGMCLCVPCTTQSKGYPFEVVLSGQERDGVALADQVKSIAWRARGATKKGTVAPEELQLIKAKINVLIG
Rv3671c inh: inhibits the M. tuberculosis serine protease Rv3671c | P9WHR9 | inhibition, % at 5.96 µM | actives 0.048% (n = 320,000); in the data active means inhibition above about 38%;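 further: extracellular domain of Rv3671c used as enzyme; 0% = enzyme with DMSO and 100% = no enzyme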
Numbers without * were called inactive; i = inactive; ? = inconclusive; . = no result given; & = joins results of further samples.

SMILES	Yp Topo-I inh	DUSP3 inh	PfHsp40 rescue	Vc quorum ag	TcdB inh	SSB-PriA inh	Anthrax LF inh2	3CLpro inhibitor	MazF activator	Rv3671c inh
CCCNC(=O)c1cc(C2CCCN(C(=O)c3ccc4c(c3)CCO4)C2)on1 (stereo unspecified)	3.0	.	.	i	1.2	.	2.9	.	.	.
Cc1cc(=O)nc2c3ccccc3n(C(C)C(=O)NCCC(C)C)n12 (stereo unspecified)	-3.8	21.1	0.2	-0.3	0.6	-10.4	2.4	1.9	4.2	1.7
O=C(O)c1ccccc1NC(=O)N1C[C@H]2C[C@@H](C1)c1cccc(=O)n1C2	-6.3	-7.9	-0.3	-0.4	14.7*	-7.2	6.2	-7.1	5.7	4.4
COc1ccccc1CNC(=O)COC(=O)c1cccs1	3.2	.	-1.2	0.9	0.4	1.9	10.0	.	7.1	-6.8
COc1ccc2c(c1)sc(=N)n2CC(=O)Nc1cc(C)cc(C)c1	-15.6	7.6	-1.8	-0.4	0.1	-15.7	-0.4	-1.7	2.9	-6.0
CC(=O)Nc1cccc(OCC(=O)/C=C2\N(C)c3ccccc3C2(C)C)c1	11.8	-6.4	-0.6	0.5	1.3	14.3	0.1	0.7	20.8	-9.0
O=C1C(c2ccc(F)cc2)N(CC2COc3ccccc3O2)C(=O)CN1C1CCCCC1 (stereo unspecified)	6.5	-4.4	-0.7	-0.4	.	-10.2	-3.1	0.4	-0.4	7.0
Fc1ccc(NC(=S)N2CCCc3ccccc32)cc1	6.6	20.9	-0.8	i	.	41.3*	6.5	3.5	3.5	8.9
Cc1ccc2c(c1)N(Cc1ccncc1)C(=O)C(C)O2 (stereo unspecified)	-4.0	31.6	-0.4	-1.4	-2.1	-7.0	-2.9	3.1	10.2	-7.3
COCCn1c(SC(C)C(=O)Nc2ccc3c(c2)OCCO3)nc2ccccc2c1=O (stereo unspecified)	13.6	25.0	0.4	-0.6	.	-1.3	3.8	2.4	2.7	2.0
CCn1c2ccccc2c2cc(NC(=O)N3CCOCC3)ccc21	-7.8	10.8	0.1	i	.	-4.2	8.2	2.6	0.2	-6.8
O=C(COC(=O)c1ccc[nH]c1=O)NC1CCCc2ccccc21 (stereo unspecified)	13.4	15.0	-0.9	i	0.1	-1.0	-1.5	-0.7	4.0	7.6
O=c1[nH]c(/C=C/c2ccc(OC(F)F)cc2)nc2c1cnn2-c1ccccc1	-0.2	28.8	0.6	i	.	1.2	0.9	2.4	-51.2	5.3
CCOc1ccc(S(=O)(=O)N2CCOCC2)cc1NC(=O)CN1C(=O)NC2(CCCCC2)C1=O	-1.5	.	0.3	i	2.0	-3.8	5.9	.	8.0	-13.7
Cc1cc[n+](CC(=O)Nc2cc(C(F)(F)F)ccc2Cl)cc1	1.6	35.6	0.9	-0.4	.	-11.8	-2.1	0.9	5.0	-1.4
CCn1ncc(Br)c1C(=O)Nc1nccs1	5.7	-9.0	-0.7	-0.4	.	-2.3	1.6	-6.1	6.5	-9.4
O=C(CSc1nc2ccc(NC(=O)CSc3nnnn3-c3ccccc3)cc2s1)Nc1ccccc1	2.6	4.3	-0.3	i	.	-0.4	-7.3	0.3	-19.2	-79.8
Cc1ccc(NC(=O)NCC(c2ccccc2)N(C)C)cc1 (stereo unspecified)	8.5	10.0	-1.4	-0.8	1.3	-0.1	8.5	-4.6	0.9	-9.4
CN(C)/C=C/C(=O)/C=C/c1ccc(Cl)cc1	7.8	21.6	-2.0	-0.2	0.1	0.7	1.0	4.5	4.3	12.4
Cc1ccc(CNc2ccc(S(=O)(=O)N3CCOCC3)cc2[N+](=O)[O-])cc1	40.3	8.4	2.4	-0.4	.	36.7	-1.6	0.8	-6.0	-1.1
Cc1c(C(=O)Nc2nnc(SCc3ccccc3Cl)s2)cccc1[N+](=O)[O-]	-1.7	-3.6	1.7	2.4	1.8	-5.7	-1.0	3.2	-7.0	11.9
Cc1nc2c(Br)c3nc(C(F)(F)F)[nH]c3c(Br)c2[nH]1	8.6	37.7	3.2	.	.	1.7	-2.3	-5.0	0.4	9.2
CCOC(=O)c1cnn(Cc2ccccc2)c1N	2.6	29.0	1.4	-1.4	0.8	-6.9	1.8	-1.7	1.5	-11.6
C=CCn1c(O)c(C(C)=NCCO)c(=O)[nH]c1=O	3.3	13.6	-0.1	-4.2	.	-32.7	-1.0	-6.7	7.6	2.5
O=C(CSc1ncccn1)N/N=C/c1cccc([N+](=O)[O-])c1	-2.9	28.2	0.0	i	.	.	0.4	2.2	3.6	-2.2

A draw from above in order of number of heavy atoms, largest number first.
SMILES	Yp Topo-I inh	DUSP3 inh	PfHsp40 rescue	Vc quorum ag	TcdB inh	SSB-PriA inh	Anthrax LF inh2	3CLpro inhibitor	MazF activator	Rv3671c inh
Cc1cc(=O)nc2c3ccccc3n(C(C)C(=O)NCCC(C)C)n12 (stereo unspecified)	-3.8	21.1	0.2	-0.3	0.6	-10.4	2.4	1.9	4.2	1.7
O=C(COC(=O)c1ccc[nH]c1=O)NC1CCCc2ccccc21 (stereo unspecified)	13.4	15.0	-0.9	i	0.1	-1.0	-1.5	-0.7	4.0	7.6
Cc1cc[n+](CC(=O)Nc2cc(C(F)(F)F)ccc2Cl)cc1	1.6	35.6	0.9	-0.4	.	-11.8	-2.1	0.9	5.0	-1.4
Cc1ccc2c(c1)N(Cc1ccncc1)C(=O)C(C)O2 (stereo unspecified)	-4.0	31.6	-0.4	-1.4	-2.1	-7.0	-2.9	3.1	10.2	-7.3

Next part.
SMILES	Yp Topo-I inh	DUSP3 inh	PfHsp40 rescue	Vc quorum ag	TcdB inh	SSB-PriA inh	Anthrax LF inh2	3CLpro inhibitor	MazF activator	Rv3671c inh
O=C(NCCC1CCCCN1S(=O)(=O)c1ccc(Cl)cc1)C(=O)NCc1cccnc1 (stereo unspecified)	-8.2	.	-0.8	-0.9	0.4	-10.4	-3.5	.	2.4	1.8
C=CC[C@]12CCc3ccccc3C1N(c1ccc(C(=O)OCC)cc1)C2=O (stereo partly specified)	?	.	8.9	0.8	-0.3	-3.2	4.4	.	-7.0	-3.1
COc1ccc(C)cc1NC(=O)Nn1cnnc1	2.5	-20.6	-1.0	.	.	-5.9	-7.6	-1.8	2.6	-1.0
COc1ccccc1NC(=O)COc1ccc(C(=O)OCC(=O)NC(C)(C)C)cc1OC	14.5	5.9	-0.9	-0.4	-5.9	4.1	2.8	0.8	10.0	-0.4
O=C(NCCc1ccccc1)c1ccc(CS(=O)Cc2cccc(Cl)c2)o1 (stereo unspecified)	15.5	12.9	-0.6	-0.4	-0.2	-4.4	-0.3	4.9	5.5	0.3
CC(C)(C)OC(=O)C[C@H]1C/C=C\C[C@H](CC(=O)NCCO)C(=O)N2CCC[C@@H]2COC1=O	-4.5	.	40.8*	i	-0.3	.	-6.0	.	3.7	-5.3
COc1ccc(N=Cc2c(O)c3ccccc3oc2=O)cc1	0.6	-5.4	-2.0	i	-0.1	-7.0	-1.8	-3.6	-29.0	-1.9
CN(C)c1nc(SCC(=O)Nc2ccccc2)nc(N2CCOCC2)n1	1.8	1.2	?	-0.4	2.1	2.3	-1.4	0.6	7.4	5.3
O=C(NCCc1ccccc1)C1CC1	3.3	-18.4	-0.6	i	-0.3	7.1	-9.1	0.7	1.6	-1.9
Cc1cnc(C(=O)OCC(=O)c2ccc(-c3ccccc3)cc2)cn1	4.3	9.6	0.9	0.5	1.2	-21.8	.	-2.6	2.9	-8.1
Cc1oc(C(C)(C)C)cc1C(=O)NC1CCN(Cc2ccccc2)CC1	5.0	-11.0	0.4	-0.8	2.0	-5.2	.	-3.0	0.6	-5.1
Nc1ccccc1C(=O)NCCCN1CCOCC1	1.7	18.2	-1.6	-1.6	-0.9	-5.0	-16.3	3.3	11.1	-5.4
Fc1ccc(-c2[nH]ncc2CN2CCN(c3ccc(F)cc3)CC2)cc1	-3.3	21.0	-0.2	-0.9	1.5	6.9	-6.8	-2.9	5.4	-1.4
Cc1ccc(NC2=Nc3ccccc3CS2)cc1	-2.5	25.6	-0.5	i	.	-14.0	-4.7	-3.1	5.3	3.2
O=C(Cc1cccc2ccccc12)N1CC[C@@]2(O)CCCC[C@H]2C1	11.9	15.0	1.4	i	1.0	-3.2	-5.7	-1.5	2.0	-0.9
Oc1ccccc1CNc1ccc(OC(F)(F)F)cc1	2.6	9.1	7.7	-0.2	1.2	-12.9	-0.2	4.0	2.7	2.8
OC(c1ccccc1)c1nccn1Cc1ccccc1 (stereo unspecified)	-5.1	3.6	-0.3	0.8	.	-20.4	-1.5	-2.2	3.3	0.9
CC(=O)Nc1cccc(OCCOc2cccc([N+](=O)[O-])c2)c1	-0.9	.	0.4	i	0.2	-5.5	0.1	.	6.5	.
Cc1cccn2c(=O)c(/C=C(\C#N)C(=O)NC3CCS(=O)(=O)C3)c(Oc3ccc(F)cc3)nc12 (stereo unspecified)	11.3	35.8	-0.1	-4.8	-1.1	-11.0	-4.7	2.4	-1.4	-2.7
CC1=NNC(=O)C1CC(=O)N/N=C(\C)c1ccco1 (stereo unspecified)	13.9	5.9	1.6	i	-1.8	.	-3.1	3.0	9.7	-0.9
O=C(O)c1cccc(Cn2cc(Br)cn2)c1	-2.6	4.2	-0.1	-0.3	.	-3.1	1.3	4.2	0.6	-0.9
COc1ccccc1CNc1nc(Nc2ccccc2Cl)c2sccc2n1	28.4	.	.	i	1.5	.	-4.1	.	.	.
COC(=O)c1cc(S(=O)(=O)NCC2CCN(Cc3ccccc3F)CC2)c[nH]1	-1.1	16.6	0.1	1.0	-0.3	0.0	-3.4	-2.0	4.2	1.7
COc1cc(C(=O)NC(=S)NCc2ccco2)cc(OC)c1OC	2.4	12.0	0.3	2.5	.	2.1&9.0	-1.1	-6.8	-2.8	6.8
Cc1nnc(SCC(=O)NC2CCCC(C)C2C)n1N (stereo unspecified)	-9.7	.	0.6	i	1.3	-13.2	0.3	.	8.7	9.9
Remaining list, next part:
SMILES	Yp Topo-I inh	DUSP3 inh	PfHsp40 rescue	Vc quorum ag	TcdB inh	SSB-PriA inh	Anthrax LF inh2	3CLpro inhibitor	MazF activator	Rv3671c inh
O=C(NNC(=S)Nc1ccccc1)c1ccc(O)cc1	3.1	-3.9	-0.1	-0.7	1.8	-7.9	-0.4	0.2	-3.0	-0.9
Cn1c(CNC(=O)c2ccc(Cl)c(Cl)c2)nnc1SCC(=O)Nc1sc2c(c1C#N)CCCC2	10.1	37.2	1.2	-0.3	.	-10.5	-0.2	6.8	11.3	10.4
C=CCC1(Cl)C(=O)C(Cl)=C(N2CCOCC2)C1(OC)OC (stereo unspecified)	-7.3	-7.7	0.2	4.3	-1.7	-10.7	-1.7	5.4	5.4	-3.2
O=C(Nc1ccc2c(c1)OCCO2)C1CCN(S(=O)(=O)Cc2ccccc2)CC1	8.9	22.3	1.0	i	.	-0.7	-0.8	2.9	3.1	2.7
OCCN1CCN(c2nc(-c3ccccc3O)nc3ccccc23)CC1	-3.9	.	-0.9	i	-0.7	4.2	-6.5	3.1	-16.5	-1.9
C/C(=N\NC(=O)c1ccncc1)c1c(O)n(Cc2ccccc2)c(=O)[nH]c1=O	6.4	11.6	0.6	0.6	-1.4	.	0.3	5.5	-9.6	2.6
N#Cc1ccc(CN2C=NS(=O)(=O)c3ccccc32)cc1	6.1	9.5	-0.7	2.2	-0.5	1.2	-8.4	-4.3	-0.9	-7.3
FCCCOc1ccc(-c2nccc(-c3ccc(F)cc3)n2)cc1	33.0	1.8	6.4	-7.1	.	-54.3	-1.9	2.0	-10.4	-3.9
O=C1c2ccccc2C(=O)N1CCCOCc1c[nH]c(=O)[nH]c1=O	-8.0	39.8	-0.7	i	.	-16.8	1.8	-6.4	8.2	-5.3
CN1C(=O)NC(NC(=O)c2cccs2)(C(F)(F)F)C1=O (stereo unspecified)	2.4	12.9	-0.5	-0.1	.	-14.2	6.3	-2.9	9.8	-11.6
O=C1OCCC1Sc1nc2ccccc2n1Cc1ccccc1 (stereo unspecified)	11.7	13.4	-0.4	i	.	-18.2	-3.3	2.9	3.3	-1.3
Cn1c(=Nc2ccccc2)sc2ccccc21	9.1	18.7	1.3	i	0.8	-30.5	-2.3	-0.4	4.7	2.5

Only part of the results is shown; rates above refer to the full screens.
